Screening results from PubChem.
G6PDH counter – L. mesenteroides G6PDH inhibition counter-screen; Purified L. mesenteroides G6PDH, diaphorase/resazurin coupled fluorescence, 45 min; hit rate 0.12% among 200,000; inhibition, % at 5 µM; in the data active = inhibition above about 50%
TLR4-MyD88 BLA – inhibitors of human TLR4-MyD88 binding | O00206+Q99836 | HeLa CL3-4 TLR4/MyD88 BLA complementation, FRET ratio | inhibition, % at 8.4 µM | hit rate 0.18% among 200,000 | AID 861; in the data active = inhibition above about 25%;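 note: 0% = vehicle and 100% = reference inhibitor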
Target sequence (O00206 whole entry, looked up): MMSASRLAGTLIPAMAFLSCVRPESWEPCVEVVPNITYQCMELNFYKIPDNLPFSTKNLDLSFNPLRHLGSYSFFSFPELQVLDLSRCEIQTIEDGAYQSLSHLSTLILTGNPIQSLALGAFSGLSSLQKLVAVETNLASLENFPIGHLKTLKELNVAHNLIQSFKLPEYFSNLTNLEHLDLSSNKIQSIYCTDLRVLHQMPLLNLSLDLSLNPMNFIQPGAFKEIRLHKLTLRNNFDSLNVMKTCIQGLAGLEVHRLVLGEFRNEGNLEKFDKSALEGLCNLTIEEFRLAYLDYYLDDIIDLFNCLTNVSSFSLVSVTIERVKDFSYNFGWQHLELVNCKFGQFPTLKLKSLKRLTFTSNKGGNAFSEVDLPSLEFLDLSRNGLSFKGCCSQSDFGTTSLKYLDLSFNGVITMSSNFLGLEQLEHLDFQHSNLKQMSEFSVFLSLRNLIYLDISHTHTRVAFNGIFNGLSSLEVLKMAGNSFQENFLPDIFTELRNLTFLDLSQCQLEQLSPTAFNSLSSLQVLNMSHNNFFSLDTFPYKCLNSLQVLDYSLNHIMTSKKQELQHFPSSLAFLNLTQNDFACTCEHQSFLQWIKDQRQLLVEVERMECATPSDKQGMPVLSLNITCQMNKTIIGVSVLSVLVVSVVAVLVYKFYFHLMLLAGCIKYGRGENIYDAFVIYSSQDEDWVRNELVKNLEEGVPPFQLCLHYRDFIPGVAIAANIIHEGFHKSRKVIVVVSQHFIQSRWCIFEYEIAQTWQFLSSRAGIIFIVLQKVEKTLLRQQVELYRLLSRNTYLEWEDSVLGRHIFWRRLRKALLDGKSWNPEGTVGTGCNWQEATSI
Target sequence (Q99836 whole entry, looked up): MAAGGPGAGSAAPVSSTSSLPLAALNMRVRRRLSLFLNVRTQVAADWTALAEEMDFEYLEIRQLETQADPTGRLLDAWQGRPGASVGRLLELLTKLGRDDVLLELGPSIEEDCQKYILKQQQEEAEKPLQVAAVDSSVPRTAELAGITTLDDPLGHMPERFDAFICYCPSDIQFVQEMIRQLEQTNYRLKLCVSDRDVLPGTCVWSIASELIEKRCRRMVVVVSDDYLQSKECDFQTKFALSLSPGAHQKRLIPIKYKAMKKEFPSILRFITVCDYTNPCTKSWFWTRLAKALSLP
NF-kB expr up – compounds increasing NF-kB expression in human neuronal cells; fold change at 12.5 µM; AID 1239; NF-kB reporter expression; hits give high values; hit rate 1.6% among 190,000; in the data active = fold change above about 3.3
Diaphorase inh – inhibits diaphorase or chemically oxidizes, flagging diaphorase assay artifacts; AID 1217; hit rate 0.69% among 190,000; inhibition, % at 20 µM; diaphorase resazurin-to-resorufin fluorescence, NADH, 16 min; bacterial (C. kluyveri) enzyme, not human;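 active = primary screen inhibition at 20 µM above a set limit, cut at about 50% in these data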;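 note: plate controls were DMSO with full reaction for no effect and wells lacking NADH for full effect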
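Test system: diaphorase enzyme from Clostridium kluyveri; amount: diaphorase at 0.14 U/mL in enzyme working solution; detection: fluorescence of resorufin formed from resazurin, Ex 544/Em 590 nm; times: reaction incubation of 16 min at room temperature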
FLuc inhib CS – Photinus pyralis luciferase inhibition counter-screen; ATPLite firefly luciferase biochemical luminescence, 10 min; inhibition, % at 10 µM; AID 1006; P08659; hit rate 1.5% among 200,000;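 active = inhibition above about 50% when tested at 10 µM, limit read from the data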
APP 5UTR inh – APP translation inhibition. SH-SY5Y APP 5'UTR-luciferase reporter, luminescence. inhibition, % at 2 µM. hit rate 0.82% among 190,000. AID 1285;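 active = inhibition above a set limit, derived from the sample mean plus 3 SD, cut at about 45% in these data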; note: values of inactives mirror those of a sister screen read the other way
Diaph act CS – activates diaphorase or chemically reduces, flagging diaphorase assay artifacts; activation factor at 20 µM; AID 1229; hit rate 0.005% among 190,000; Diaphorase/resazurin coupled assay, resorufin fluorescence, 16 min; hits give high values; 1 = vehicle wells, 0 = NADH-free wells;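 active = diaphorase activity raised at least twofold by the compound at 20 µM; inactive = activation factor below 2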
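Test system: Clostridium kluyveri diaphorase, purified enzyme. Buffer or medium: 50 mM HEPES pH 7.4 buffer plus MgCl2 and Tween 20. Also added: 0.114 mM NADH and 0.1 mM resazurin, final amounts. Dosing: compound 20 µM once, DMSO 1%. Schedule: 16 min enzyme reaction, ambient temperature. Detection: fluorescence of resorufin, 544 nm excitation, 590 nm emission.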
APP 5'UTR act – activates APP 5'UTR luciferase reporter | hit rate 1% among 190,000 | activation, % at 2 µM | AID 1276 | SH-SY5Y APP 5'UTR luciferase reporter, luminescence; zero percent = DMSO vehicle wells;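 active = activation above a set limit, based on mean plus 3 SD of controls, cut at about 140% in these data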; note: values of inactives mirror those of a sister screen read the other way
STAT1 activator – increases IFN-gamma driven STAT1 reporter signal | activation (% of control), % at 5.5 µM | hit rate 2.6% among 200,000 | NIH 3T3 STAT1-luciferase reporter, luminescence; 100% = IFN-gamma alone, no compound;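 active = activation above the screen-wide mean activation plus 3 SD, cut at about 130% in these data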;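 note: raw ratio to IFN-gamma control signal so 100% means no change and 0% no light; values of inactives mirror those of a sister screen read the other way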
FLuc act counter – affects firefly luciferase, flagging false hits in luciferase stimulation screens; activation factor at 10 µM; AID 1027; P08659; 200,000 tested, under 10 active; ATPlite luciferase biochemical, luminescence, 10 min; 0 = ATP-free wells, 1 = DMSO control;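 active = luciferase activation factor, scaled between plate controls, of at least 2 with compound at 10 µM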
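Material: Luciferase/luciferin reagent mix | Doses: Test compounds dosed from 2 mM stocks in 100% DMSO | Timing: 10 min incubation after luciferase reagent addition, room temperature | Measured by: Luminescence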
Starred values were filed as active, the others as inactive.

Screening Cc1cc(C)n(-c2cccc(CN(C)Cc3nc(-c4cnccn4)no3)c2)n1 returned G6PDH counter 4, TLR4-MyD88 BLA 0, NF-kB expr up 1.4, Diaphorase inh 11, FLuc inhib CS -5, APP 5UTR inh -7, Diaph act CS 0.9, APP 5'UTR act 7, STAT1 activator 104 and FLuc act counter 1.
`Oc1cccc(C(=S)N2CCN(Cc3ccccc3)CC2)c1` gave G6PDH counter -5, TLR4-MyD88 BLA 1, NF-kB expr up 1.2, Diaphorase inh 14, FLuc inhib CS -5, APP 5UTR inh 29, Diaph act CS 0.9, APP 5'UTR act -29, STAT1 activator 99 and FLuc act counter 1.
For CNC(=O)CSc1nnc(-c2ccco2)n1-c1ccccc1OC the results were G6PDH counter 7, TLR4-MyD88 BLA 1, Diaphorase inh 7, FLuc inhib CS -4, APP 5UTR inh -12, Diaph act CS 0.9, APP 5'UTR act 11, STAT1 activator 99 and FLuc act counter 1.
CCCN1C(=O)/C(=C/c2cc(C)n(C)c2C)SC1=Nc1ccc(OC)cc1 was read as G6PDH counter -3, TLR4-MyD88 BLA 11, NF-kB expr up 0.88, Diaphorase inh 26, FLuc inhib CS 0, APP 5UTR inh 10, Diaph act CS 0.7, APP 5'UTR act -10, STAT1 activator 99 and FLuc act counter 1.
`Cc1cc(C)cc(NC(=S)N=Nc2c(O)n(C)c3ccc(S(=O)(=O)N4CCOCC4)cc23)c1` gave G6PDH counter -31, TLR4-MyD88 BLA -2, NF-kB expr up 1, Diaphorase inh 7, FLuc inhib CS -7, APP 5UTR inh 38, Diaph act CS 0.9, APP 5'UTR act -38, STAT1 activator 108 and FLuc act counter 1.1.
For COC(=O)c1ccc(OC(=O)c2ccccn2)cc1 the results were G6PDH counter 11, TLR4-MyD88 BLA -14, NF-kB expr up 1.1, Diaphorase inh 6, FLuc inhib CS 45, APP 5UTR inh 8, Diaph act CS 0.9, APP 5'UTR act -8, STAT1 activator 104 and FLuc act counter 0.5.
For Cc1ccc(S(=O)(=O)N2CCCN(S(=O)(=O)c3ccc(C)c(C)c3)CC2)cc1C the results were G6PDH counter 5, TLR4-MyD88 BLA 2, NF-kB expr up 0.93, Diaphorase inh 16, FLuc inhib CS -3, Diaph act CS 0.8, STAT1 activator 102 and FLuc act counter 1.
Cc1[nH]n(C2=NCCS2)c(=O)c1N=Nc1ccccc1 was read as G6PDH counter 10, TLR4-MyD88 BLA -13, NF-kB expr up 2, Diaphorase inh 12, FLuc inhib CS -6, APP 5UTR inh -14, Diaph act CS 0.9, APP 5'UTR act 14, STAT1 activator 109 and FLuc act counter 1.1.
For Cc1csc(N(C)C(=O)CSc2nnc(COc3ccccc3C)o2)n1 the results were G6PDH counter 7, TLR4-MyD88 BLA -11, NF-kB expr up 1.2, Diaphorase inh 11, FLuc inhib CS -2, APP 5UTR inh 8, Diaph act CS 0.9, APP 5'UTR act -8, STAT1 activator 98 and FLuc act counter 1.
For Cc1ccc2nc(C(O)C(O)c3nc4ccc(C)cc4[nH]3)[nH]c2c1 (centres undefined) the results were G6PDH counter 12, TLR4-MyD88 BLA -4, NF-kB expr up 0.71, Diaphorase inh 48, FLuc inhib CS 5, APP 5UTR inh -59, Diaph act CS 0.5, APP 5'UTR act 59, STAT1 activator 120 and FLuc act counter 1.
Screening COc1cc(CN2CCN(Cc3ccc(C)cc3)CC2)c([N+](=O)[O-])cc1OC returned G6PDH counter 18, TLR4-MyD88 BLA -2, NF-kB expr up 1.1, Diaphorase inh 38, FLuc inhib CS -2, APP 5UTR inh 2, Diaph act CS 0.6, APP 5'UTR act -2, STAT1 activator 91 and FLuc act counter 1.
Screening COc1ccc(NS(=O)(=O)c2cccc(NC(=O)c3ccc(S(=O)(=O)N4CCCCCC4)cc3)c2)cc1 returned G6PDH counter 20, TLR4-MyD88 BLA 6, NF-kB expr up 0.51, Diaphorase inh 21, FLuc inhib CS -6, APP 5UTR inh 22, Diaph act CS 0.8, APP 5'UTR act -22, STAT1 activator 82 and FLuc act counter 1.1.
`COc1ccc(-n2c(=S)[nH]c3cc(C(=O)NC4CCCCC4)ccc3c2=O)c(OC)c1` gave G6PDH counter -2, TLR4-MyD88 BLA 4, NF-kB expr up 0.74, Diaphorase inh 10, FLuc inhib CS -4, APP 5UTR inh 4, Diaph act CS 0.9, APP 5'UTR act -4, STAT1 activator 99 and FLuc act counter 1.
O=C(OC(C(=O)Nc1cc(Cl)cc(Cl)c1)c1ccccc1)C1=COCCO1 (centres undefined) was read as G6PDH counter -1, TLR4-MyD88 BLA 10, NF-kB expr up 0.88, Diaphorase inh 14, FLuc inhib CS -6, APP 5UTR inh -2, Diaph act CS 0.9, APP 5'UTR act 2, STAT1 activator 99 and FLuc act counter 1.1.
Fc1cccc(Cc2noc(CN3CCCCC3CCc3ccccn3)n2)c1 (centres undefined) was read as G6PDH counter -3, TLR4-MyD88 BLA 13, NF-kB expr up 1.1, Diaphorase inh 1, FLuc inhib CS -4, APP 5UTR inh 4, Diaph act CS 1, APP 5'UTR act -3, STAT1 activator 99 and FLuc act counter 1.

An excerpt from above in order of molar mass, low to high.
Cc1[nH]n(C2=NCCS2)c(=O)c1N=Nc1ccccc1 was read as G6PDH counter 10, TLR4-MyD88 BLA -13, NF-kB expr up 2, Diaphorase inh 12, FLuc inhib CS -6, APP 5UTR inh -14, Diaph act CS 0.9, APP 5'UTR act 14, STAT1 activator 109 and FLuc act counter 1.1.
For Cc1ccc2nc(C(O)C(O)c3nc4ccc(C)cc4[nH]3)[nH]c2c1 (centres undefined) the results were G6PDH counter 12, TLR4-MyD88 BLA -4, NF-kB expr up 0.71, Diaphorase inh 48, FLuc inhib CS 5, APP 5UTR inh -59, Diaph act CS 0.5, APP 5'UTR act 59, STAT1 activator 120 and FLuc act counter 1.
CCCN1C(=O)/C(=C/c2cc(C)n(C)c2C)SC1=Nc1ccc(OC)cc1 was read as G6PDH counter -3, TLR4-MyD88 BLA 11, NF-kB expr up 0.88, Diaphorase inh 26, FLuc inhib CS 0, APP 5UTR inh 10, Diaph act CS 0.7, APP 5'UTR act -10, STAT1 activator 99 and FLuc act counter 1.
`Cc1cc(C)cc(NC(=S)N=Nc2c(O)n(C)c3ccc(S(=O)(=O)N4CCOCC4)cc23)c1` gave G6PDH counter -31, TLR4-MyD88 BLA -2, NF-kB expr up 1, Diaphorase inh 7, FLuc inhib CS -7, APP 5UTR inh 38, Diaph act CS 0.9, APP 5'UTR act -38, STAT1 activator 108 and FLuc act counter 1.1.

Other entries follow.
Screening CCOC(=O)C1C(=O)C=C(c2cccs2)CC1c1ccccc1C (centres undefined) returned G6PDH counter -14, TLR4-MyD88 BLA 11, NF-kB expr up 0.66, Diaphorase inh 18, FLuc inhib CS -7, APP 5UTR inh -7, Diaph act CS 0.8, APP 5'UTR act 7, STAT1 activator 95 and FLuc act counter 1.1.
Screening Cc1ccc(C(=O)N/N=C\c2ccccc2[N+](=O)[O-])cn1 returned G6PDH counter 4, TLR4-MyD88 BLA -8, NF-kB expr up 2, Diaphorase inh -8, FLuc inhib CS 78*, APP 5UTR inh -43, Diaph act CS 1.1, APP 5'UTR act 43, STAT1 activator 128 and FLuc act counter 0.2.
`CCOC(=O)N1N=C(c2ccc(OC)cc2)CC1(O)C(F)(F)F` (centres undefined) gave G6PDH counter 16, TLR4-MyD88 BLA -8, NF-kB expr up 3.3, Diaphorase inh 14, FLuc inhib CS 46, APP 5UTR inh -171, Diaph act CS 0.9, APP 5'UTR act 171*, STAT1 activator 116 and FLuc act counter 0.5.
`COc1cc(NC(=O)c2cc(-n3cnnc3)ccc2Cl)cc(OC)c1` gave G6PDH counter 6, TLR4-MyD88 BLA 14, NF-kB expr up 1, Diaphorase inh 9, FLuc inhib CS -7, APP 5UTR inh 3, Diaph act CS 0.9, APP 5'UTR act -3, STAT1 activator 96 and FLuc act counter 1.1.
Cc1cc(Nc2nc3ccccc3[nH]c2=O)n(-c2ccccc2)n1 was read as G6PDH counter 7, TLR4-MyD88 BLA -9, NF-kB expr up 1, Diaphorase inh -1, FLuc inhib CS -2, APP 5UTR inh 10, Diaph act CS 1, APP 5'UTR act -9, STAT1 activator 104 and FLuc act counter 1.
CN(C)Cc1c(O)ccc2occ(C(=O)c3ccccc3)c12 was read as G6PDH counter -2, TLR4-MyD88 BLA 20, NF-kB expr up 1.2, Diaphorase inh 17, FLuc inhib CS -6, APP 5UTR inh 18, Diaph act CS 0.8, APP 5'UTR act -18, STAT1 activator 107 and FLuc act counter 1.1.
COC(=O)COc1ccc(S(=O)(=O)N2CCCCCC2)cc1 was read as G6PDH counter -5, TLR4-MyD88 BLA 11, NF-kB expr up 1.3, Diaphorase inh 7, FLuc inhib CS -1, APP 5UTR inh -5, Diaph act CS 0.9, APP 5'UTR act 5, STAT1 activator 105 and FLuc act counter 1.
`CCCC1=C(C(=O)OCC)C(c2ccncc2)n2ncnc2N1` (centres undefined) gave G6PDH counter 4, TLR4-MyD88 BLA -8, NF-kB expr up 1.6, Diaphorase inh 14, FLuc inhib CS -7, APP 5UTR inh -4, Diaph act CS 0.9, APP 5'UTR act 4, STAT1 activator 101 and FLuc act counter 1.1.
`CCOC(=O)c1c(NC(=O)CSc2nnc(C)c(=O)[nH]2)sc2c1CCC2` gave G6PDH counter -2, TLR4-MyD88 BLA -10, NF-kB expr up 1.1, Diaphorase inh 18, FLuc inhib CS -4, APP 5UTR inh -29, Diaph act CS 0.8, APP 5'UTR act 29, STAT1 activator 105 and FLuc act counter 1.
Screening S=C1NCCNC(=S)NCCOCCOCCN1 returned G6PDH counter 10, TLR4-MyD88 BLA 0, NF-kB expr up 1, Diaphorase inh 13, FLuc inhib CS -6, APP 5UTR inh 1, Diaph act CS 0.9, APP 5'UTR act -1, STAT1 activator 104 and FLuc act counter 1.1.
Screening CCN(CC(=O)Nc1ccc(Cl)c(C(F)(F)F)c1)CC(=O)NC1CCS(=O)(=O)C1 (centres undefined) returned G6PDH counter -3, TLR4-MyD88 BLA -11, NF-kB expr up 0.94, Diaphorase inh 1, FLuc inhib CS -2, APP 5UTR inh -6, Diaph act CS 1, APP 5'UTR act 6, STAT1 activator 91 and FLuc act counter 1.
CCn1nc(C)cc1C(=O)N1CCc2c([nH]c3ccccc23)C1c1cc(F)ccc1F (centres undefined) was read as G6PDH counter 14, TLR4-MyD88 BLA -6, NF-kB expr up 2.1, Diaphorase inh 24, FLuc inhib CS -2, APP 5UTR inh -41, Diaph act CS 0.8, APP 5'UTR act 41, STAT1 activator 137* and FLuc act counter 1.
For Cc1nn(-c2ncc(C(F)(F)F)cc2Cl)c(=O)n1-c1c(F)cccc1F the results were G6PDH counter 3, TLR4-MyD88 BLA 1, NF-kB expr up 1, Diaphorase inh 5, FLuc inhib CS -4, APP 5UTR inh 2, Diaph act CS 0.9, APP 5'UTR act -2, STAT1 activator 98 and FLuc act counter 1.
